Screening data deposited in PubChem by National Center for Advancing Translational Sciences (NCATS).
Luciferase inh: blocks purified firefly luciferase enzyme activity. P08659. purified P. pyralis luciferase, luminescence, biochemical. Potency, µM (highest dose often 115 µM), without a hit: at the top dose activity change, negative = inhibition, usual class: inhibitors. actives 2.5% (n = 76,000); further: potency means the concentration at half of the fitted maximal effect; nearly all actives have a fitted effect of over 65% in size
Target sequence (P08659 whole entry, looked up): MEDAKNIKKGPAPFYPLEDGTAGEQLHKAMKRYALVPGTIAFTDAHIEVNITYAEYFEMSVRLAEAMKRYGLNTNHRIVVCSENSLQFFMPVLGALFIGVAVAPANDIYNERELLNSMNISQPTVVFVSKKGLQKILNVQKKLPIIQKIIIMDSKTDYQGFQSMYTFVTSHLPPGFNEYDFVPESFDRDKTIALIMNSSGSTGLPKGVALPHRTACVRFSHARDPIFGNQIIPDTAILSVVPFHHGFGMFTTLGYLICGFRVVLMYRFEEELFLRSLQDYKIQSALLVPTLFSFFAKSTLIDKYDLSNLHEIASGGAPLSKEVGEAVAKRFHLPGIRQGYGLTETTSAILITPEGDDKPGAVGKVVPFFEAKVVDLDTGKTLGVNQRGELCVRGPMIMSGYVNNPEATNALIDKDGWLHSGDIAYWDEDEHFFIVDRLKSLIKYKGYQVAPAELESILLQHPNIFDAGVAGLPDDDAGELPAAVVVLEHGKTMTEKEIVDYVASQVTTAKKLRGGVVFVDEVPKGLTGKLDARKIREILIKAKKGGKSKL
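Inhibitors were tested against purified firefly luciferase in a biochemical, low-substrate format (both substrates at 10uM) and luminescence measured with a CCD imager.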
3T3 cytotox: NIH 3T3 cell cytotoxicity | actives 4.3% (n = 94,000) | AID 1345082 | NIH 3T3 viability, CellTiter-Glo ATP luminescence, 48-72 h | Potency, µM (doses to about 96.7 µM), without a hit: at the highest dose activity change, negative = cytotoxicity, hits mostly inhibitors; further: potency means the concentration at half of the fitted maximal effect; nearly all actives have a fitted effect of over 55% in size
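First NIH 3T3 cells are plated at 400 cells/well; next compound is pinned in; then plates incubate 48 or 72 hr at 37 °C; finally CellTiter-Glo is added and luminescence read after 10 min.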
SNCA expr inh: reduces expression of the alpha-synuclein gene. Potency, µM (highest dose often 57.2 µM), without a hit: at the top dose activity change, negative = inhibition, usual class: inhibitors. HEK-293 SNCA-luciferase knock-in, luminescence, 24 h. AID 1671194. actives 0.17% (n = 140,000);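 further: potency means the concentration at half of the fitted maximal effect; plate controls were DMSO cells for no effect and cell-free wells for full effect; nearly all actives have a fitted effect of over 45% in size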
GPT2 inh: blocks human glutamate pyruvate transaminase 2 | Recombinant GPT2, coupled pyruvate oxidase/HRP Amplex Red fluorescence | Potency, µM (top dose mostly 57.7 µM), inactives show at the highest dose activity change, negative = inhibition, most hits filed as inhibitors | AID 1671188 | Q8TD30 | actives 0.25% (n = 100,000); further: potency means the concentration at half of the fitted maximal effect; nearly all actives have a fitted effect of over 60% in size; many of its hits are not listed in these tables
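GPT2 10ng/uL, a-KG 250uM, L-Ala 2mM, HEPES pH7.5 + 0.0001% Tween; 30 min RT. Then Amplex mix (PO/HRP/ThPP), 30 min RT dark, fluorescence. AOA 50uM used as positive control.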
IP6K1 inhibitor: IP6K1 kinase inhibition; activity change, % (series mostly up to about 58 µM); Q92551; actives 0.81% (n = 140,000); IP6K1 kinase, ADP-Glo luminescence, 2 h; stronger effect = lower value; in the data active means activity change below about -25%
Target sequence (Q92551 whole entry, looked up): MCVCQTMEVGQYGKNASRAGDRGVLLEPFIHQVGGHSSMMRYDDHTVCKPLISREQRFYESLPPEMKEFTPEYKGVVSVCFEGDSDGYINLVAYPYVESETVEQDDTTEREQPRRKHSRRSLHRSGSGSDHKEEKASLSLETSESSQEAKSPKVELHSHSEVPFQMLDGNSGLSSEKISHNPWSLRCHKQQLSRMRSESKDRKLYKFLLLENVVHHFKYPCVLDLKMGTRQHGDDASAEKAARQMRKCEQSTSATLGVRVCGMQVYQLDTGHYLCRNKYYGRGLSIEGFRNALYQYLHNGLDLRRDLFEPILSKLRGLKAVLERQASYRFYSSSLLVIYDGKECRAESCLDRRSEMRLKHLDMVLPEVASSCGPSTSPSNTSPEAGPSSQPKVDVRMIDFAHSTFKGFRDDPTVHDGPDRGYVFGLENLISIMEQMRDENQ
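ADP-Glo luminescence measures ADP made by human IP6K1 during a 2 h RT reaction with ATP/IP6 (mix at 1.3 mM/130 uM); top library doses 57.5 and 19.1 uM final.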
HEK cytotox: cytotoxic compounds in HEK 293 cells; AID 1345083; HEK 293 viability, ATP luminescence (CellTiter-Glo), 48-72 h; Potency, µM (titrated, usually from 115 µM), inactives show at the top dose activity change, negative = cytotoxicity, most hits filed as inhibitors; actives 6.6% (n = 94,000); further: potency means the concentration at half of the fitted maximal effect; nearly all actives have a fitted effect of over 60% in size
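qHTS cytotoxicity; HEK 293, 250 cells/well; compound pinned; 48 or 72 hr, 37 degree Celsius, 5% CO2, 95% humidity; CellTiter-Glo, 10 min RT; luminescence (ATP).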
SNCA viab count: cell viability loss counter-screen. HEK-293-SNCA-luc viability, GF-AFC fluorescence, 24 h. Potency, µM (doses to about 57.1 µM), for inactives: at the highest dose activity change, negative = cytotoxicity, actives largely listed as cytotoxic. AID 1671193. actives 0.12% (n = 150,000);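 further: potency means the concentration at half of the fitted maximal effect; 0% = DMSO-treated cells and -100% = medium-only wells without cells; nearly all actives have a fitted effect of over 30% in size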
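HEK-293-SNCA-luc cells (1500/well) plated 24 h, then exposed 24 h to a dilution series; GF-AFC added 30 min at 37C, fluorescence 405/540 nm; normalised to medium-only and DMSO wells, Hill fit.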
Starred values were filed as active, the others as inactive; i = inactive; ? = inconclusive; nt = no result given; [ ] = dose if it differs, or a comment. Unless noted, the call rests on the fitted dose curve; in most records, active means well fitted curve in the direction sought with a large enough effect; inconclusive means small, poorly fitted or top-dose-only effect, or another doubt; inactive means no such curve, though single readings can be large; an effect the other way counts as inactive or inconclusive. Unless noted, on the % scale 0 is the no-effect control and ±100 the full control effect.

Structure,SNCA viab count,HEK cytotox,SNCA expr inh,IP6K1 inhibitor,GPT2 inh,Luciferase inh,3T3 cytotox
Cn1nc(C2CCN(C(=O)c3ccc(CO)o3)CC2)n(-c2ccccc2)c1=O,?,-2%,-7%,19,-1%,4%,-2%
CCOc1ccc(NC(=O)C2CCCN(c3cnccn3)C2)cc1 (stereo not given),11%,nt,49%[activator],17,nt,nt,nt
O=C1NC2(CCN(C(=O)Cc3ccccc3)C2)Oc2ccccc21 (stereo not given),?,?,-15%[87.6 µM],6,i,-5%[172 µM],?
COc1ccc(C(=O)N2CCC(C3CCN(S(C)(=O)=O)CC3)C2)cc1OC (stereo not given),-10%[12.5 µM],-3%,28%,10,i,-1%,-3%
COc1ccc(-c2noc([C@@H]3CCCN3C(=O)c3ccccc3OC)n2)cc1OC,-8%,?,34%[activator],3,i,-5%,-19%
CC(C)(C)OC(=O)N1CCC(c2c(C(=O)N3CCCCC3)cnn2-c2cccc(F)c2)CC1,4%,nt,9%,34,nt,nt,nt
O=S(=O)(N1CCCCC1)N1CCOC(Cc2ccccc2Cl)C1 (stereo not given),2%,?,-26%,4,-14%,-4%,-24%
CCNC(=O)Nc1ccc(OCC(=O)N2CCN(c3cccc(OC)c3)CC2)nc1,5%,4%,2%,23,i,4%,-2%
COc1ccc(Cn2c(C3CCN(C(=O)c4sccc4C)CC3)n[nH]c2=O)cc1,12%,18%,0%,9,-11%,0%,3%
O=C(CC[C@@H]1CNC(=O)[C@@H]2C[C@H](NC(=O)C3CC3)CN12)NCc1cccs1,7%[87.6 µM],i,12%[87.6 µM],-6,i,-6%[172 µM],i
O=c1[nH]c(N2CCOCC2)nc2c1CCN(Cc1cccc(F)c1)CC2,-3%,0%,-7%,8,-6%,0%,4%
CC(C)NC(=O)C[C@@H]1C[C@H]2O[C@H](CN(C)C)[C@@H](O)[C@H]2O1,1%[87.6 µM],i,13%[87.6 µM],-21,3%[88.5 µM],-6%[230 µM],i
O=C(NCCc1csc(-c2cccc(F)c2)n1)c1ccco1,-4%,nt,65%[activator],32,nt,nt,nt
CCCCCCOC(=O)NC(=N)c1ccc(NCc2nc3cc(C(=O)N(CCC(=O)OCC)c4ccccn4)ccc3n2C)cc1,-8%[23.9 µM],nt,-47%[25.6 µM],5,i,nt,nt
COc1ccc2sc(N(Cc3cccnc3)C(=O)c3ccc4c(c3)OCCO4)nc2c1,-12%,nt,-11%,-11,nt,nt,nt
O=C(CC1C(=O)NCCN1CC(c1ccccc1)c1ccccc1)NCc1ccoc1 (stereo not given),-14%,-19%,2%,-20,0%,-1%,-3%
CCn1ncc(N2CCC(NC(=O)Cc3cccc(F)c3)CC2)cc1=O,9%,i,-7%,8,2%,-8%,-4%
CCOC(=O)c1cccc(NC(=O)CCC(=O)N2CC(C)Oc3ccc(C)cc32)c1 (stereo not given),-3%,nt,-11%,13,nt,nt,nt
CCC1(O)CCC12CCN(C(=O)CCc1nc3ccccc3s1)CC2 (stereo not given),-2%,?,16%,14,5%,-13%,?
CCCCSCCCNC(=O)CN1C(=O)COc2ccc(S(=O)(=O)N3CCCC3)cc21,-8%,nt,-19%,-5,nt,nt,nt
COC(=O)C1=CO[C@@H](O[C@@H]2O[C@H](CO)[C@@H](O)[C@H](O)[C@H]2O)[C@@H]2C(C)CC(=O)[C@]12O (stereo not given in full),-7%[23.9 µM],nt,nt,15,i,nt,nt
COCCc1noc(CN(C)c2cc(C(C)C)nc3ccnn23)n1,1%,-28%,-16%,2,4%,5%,-14%
CNC(=O)c1cc(-c2cnn(C)c2C)cc2c1OCCN2Cc1cccnc1,?,-4%[172 µM],13%[87.6 µM],-18,2%[88.5 µM],-6%[172 µM],45µM*
Cc1noc(-c2cn(C3CCN(C(=O)c4ccccc4Cl)C3)nn2)n1 (stereo not given),-6%,4%,-8%,-8,i,11%,-5%
Cc1cc(C)c(CNC(=O)c2nc(-c3ccccc3)cc3[nH]ccc23)c(=O)[nH]1,?,?,-6%[87.6 µM],-4,3%[88.5 µM],-20%[172 µM],?
COc1cccc(CNC(=O)CN2C(=O)CSc3ccc(S(=O)(=O)N4CCCC4)cc32)c1,-9%,nt,-8%,-1,nt,nt,nt
O=C1CC(c2ccccc2)N(C(=O)c2ccsc2)CCCCCN1 (stereo not given),4%,-4%,-12%,4,-19%,-10%,-5%
CN1C(=O)[C@H](OC(N)=O)[C@@H](C(=O)Nc2ccccc2)C12CCN(C(=O)c1cccc(C#N)c1)CC2,nt,-7%,nt,4,nt,nt,?
CCOc1ccc(C2NC(=O)N(CC(=O)N3CCC(C)CC3)C3=C2C(=O)OC3)cc1 (stereo not given),8%,-4%,-7%,5,i,-7%,2%
CCOc1cccc(C2c3c(oc4ccc(F)cc4c3=O)C(=O)N2CCOC)c1 (stereo not given),5%,nt,-8%,32,nt,nt,nt
COc1ccc(CCNC(=O)CCc2cn(Cc3ccc(F)cc3)c3ccccc23)cc1OC,28%,nt,-4%,-16,nt,nt,nt
N#CC1CCN(C(=O)c2cc(-c3ccc(Cl)cc3)c3nncn3n2)CC1,10%,2%,128%[activator],10,?,nt,-12%
O=C(CCc1nc(-c2cccs2)no1)Nc1ccc([N+](=O)[O-])cc1,-14%,nt,-6%,-8,nt,nt,nt
CCN(CC)C(=O)[C@@H]1CCC[C@@H](NCc2cnn(C)c2)CN(C)C(=O)C1,0%[87.6 µM],-8%[172 µM],4%[87.6 µM],-3,4%[88.5 µM],-12%[172 µM],-10%[138 µM]
CC1CCCCN1Cc1c(O)ccc2c(=O)c(-c3ccc(Cl)cc3)c(C(F)(F)F)oc12 (stereo not given),32%,nt,-12%,6,nt,nt,nt
O=[N+]([O-])c1ccc(Oc2ccc3c(c2)CCC(c2ccccc2)O3)nc1 (stereo not given),6%,nt,nt,-4,?,nt,nt
CCc1ccc(CN2CCC3CC(=O)NCCC3C2)cc1 (stereo not given),-1%[87.6 µM],i,2%[87.6 µM],-22,-11%[88.5 µM],nt,i
CN[C@@H](CC(C)C)C(=O)N[C@H]1C[C@@](O)(C(=O)N[C@H](Cc2c[nH]c3ccccc23)C(N)=O)C[C@@H](O)[C@@H]1O,-4%,-4%,-10%,-3,-9%,-5%,-19%
C1CC(Cc2noc(C3CCOCC3)n2)CN1 (stereo not given),-1%,79µM*,-20%,1,-1%,3%,?
COCCNC(=O)C1COC2(CCN(C(=O)c3ccc(F)cc3)CC2)N1C(=O)c1ccc(C)cc1 (stereo not given),-13%,-2%,1%,9,-7%,1%,-8%
COc1ccc(-c2cccc(C(=O)N3CCC(NC(=O)c4ccc(Cl)cc4)CC3)c2)nn1,nt,?,nt,0,nt,nt,?
Cc1ccc(-n2nnnc2CNC(=O)C2CC(=O)N(c3ccccc3)C2)cc1C (stereo not given),-2%,nt,?,1,nt,nt,nt
Cc1cncc(-c2ccccc2OCCN(C)C)c1,-5%,i,21%,12,i,0%,i
COc1ccc(Cl)cc1C(=O)N1CCC2(CC1)CN(C(C)=O)CC2CO (stereo not given),-4%,4%,-13%,3,-3%,0%,-2%
COCCn1c(C)cc(C(=O)N2CCC3(CC2)CC(CN2CCOCC2)N(C)C3)c1C (stereo not given),16%,-6%,-2%,-2,1%,nt,-23%
COc1ccc(C2Cn3nnc(C(=O)N4CCC(C(=O)NCCc5ccccc5)CC4)c3CO2)cc1 (stereo not given),8%,3%,23%,0,i,-18%,-12%
Cc1ccccc1CNC(=O)c1ccc(CSc2nc3cccnc3n2Cc2ccccc2)cc1,-14%,nt,-15%,-10,nt,nt,nt
CNC(=O)N1CCC(C2CCN(S(=O)(=O)c3cccc(C#N)c3)C2)CC1 (stereo not given),8%[12.5 µM],1%,?,4,?,-6%,?
COc1ccc(-n2cc(C(=O)NCc3cccc(OC)c3)c3ccccc3c2=O)cc1,-25%,nt,32%[activator],29,nt,nt,nt
COCCCNC(=O)c1nc2sccn2c1-c1ccncc1,-14%,-1%,-9%,21,i,nt,-7%
COCCn1ccc2c(C(=O)Nc3ccc4c(c3)C(=O)N3CCC[C@H]3C(=O)N4)cccc21,1%,?,43%[activator],-8,i,-36%,?
O=C(NCc1ccco1)N1c2ccccc2CC1c1nc(C2CC2)no1 (stereo not given),-11%,6%,6%,13,i,0%,i
O=C(CC1N=C2c3ccccc3N=C(SCc3ccc(Cl)cc3)N2C1=O)NCc1cccs1 (stereo not given),1%,nt,-9%,7,nt,nt,nt
CS(=O)(=O)c1ccc(CN2C[C@@H](F)[C@@H](OCc3nc4ccc(F)cc4[nH]3)C2)cc1,1%[87.6 µM],-24%[172 µM],-6%[87.6 µM],-3,2%[88.5 µM],9%[172 µM],-12%[138 µM]
O=C(O)C[C@@H]1CCN(C(=O)c2ccnc(Cl)c2)C[C@@H]1CCN1C[C@@H]2C[C@H](C1)c1cccc(=O)n1C2,3%,i,-11%,-1,0%,-6%,i
Cc1cn2c(-c3cn[nH]c3)cnc2c(Nc2ccc(C(=O)N3CCNCC3)cc2F)n1,?,nt,33%,-23,i,nt,nt
CCCc1ccc(OC(C)C(=O)Nc2sc3c(c2C(=O)OC)CCCCC3)cc1 (stereo not given),5%,nt,1%,-11,nt,nt,nt

Entries shown so far that have two or more sulfur atoms:
Structure,SNCA viab count,HEK cytotox,SNCA expr inh,IP6K1 inhibitor,GPT2 inh,Luciferase inh,3T3 cytotox
CCCCSCCCNC(=O)CN1C(=O)COc2ccc(S(=O)(=O)N3CCCC3)cc21,-8%,nt,-19%,-5,nt,nt,nt
COc1cccc(CNC(=O)CN2C(=O)CSc3ccc(S(=O)(=O)N4CCCC4)cc32)c1,-9%,nt,-8%,-1,nt,nt,nt
O=C(CC1N=C2c3ccccc3N=C(SCc3ccc(Cl)cc3)N2C1=O)NCc1cccs1 (stereo not given),1%,nt,-9%,7,nt,nt,nt

A portion of the library; the hit share may differ from the screen's.
